Screens as filed in PubChem BioAssay.
PolyA inhibitor = polyadenylation inhibitors in yeast reporter cells, primary screen, luminescence, S. cerevisiae; S. cerevisiae SKY197-pL101 polyadenylation reporter, beta-gal luminescence; efflux-impaired pdr1/pdr3 knockout yeast; score 100 = 6 SD above DMSO; hit rate 0.02% among 300,000; calls only at 12 µM; AID 1875, 2009;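 active = lowest replicate activity score at least 50, where 100 means six control SD above control mean; inconclusive = lowest score under 50 but half or more replicates reach 50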;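 also: yeast exposed to compound for 9 h at 30 °C; higher score means more reporter readthrough which indicates perturbed polyadenylation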
IEC-6 tox = cytotoxicity in IEC-6 intestinal epithelial cells, primary screen, cytotoxicity control for KLF5 inhibitor project, cell-based, luminescence; AID 1825, 2009; IEC-6 cytotoxicity, luminescence viability; inhibition, % at 5 µM; hit rate 0.78% among 290,000; in the data active = inhibition above about 22%;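 also: 0% = plate median of test compound wells and 100% = cytotoxic reference compound wells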
AI-2 QS modul = Vibrio harveyi AI-2 quorum sensing modulators, primary screen, JMH597 strain, luminescence/OD600 ratio; Vibrio harveyi JMH597 AI-2 luminescence/OD600 ratio, 9 h; hits give low values; strain lacks LuxN and CqsS sensors; 0 = neutral-control median; activity change, % at 7.5 µM; hit rate 0.4% among 300,000; in the data active = activity change below about -75%, passing the limit was not always enough; inconclusive = no clear call, values can overlap the other calls;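 also: luminescence divided by OD600 gain over 9 h not by final OD600 alone; inactives centre near 13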
GSK3B inh = human GSK3beta kinase inhibitors, primary screen, biochemical, cell-free homogeneous, HTS. hit rate 0.038% among 300,000. GST-GSK3beta kinase, ADP-Glo luminescence, 60 min; hits give low values. Glycogen synthase kinase-3 beta (Homo sapiens), P49841. activity score (negative = inhibition), % at 10 µM;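 active = more than half of replicate wells score below -50%, meaning over 50% inhibition versus plate controls; inconclusive = some replicates but at most half score below -50%; inactive = no replicate scores below -50%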;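 also: 0% = median DMSO wells and -100% = median GW8510 positive control wells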
Target sequence (P49841 whole entry, looked up): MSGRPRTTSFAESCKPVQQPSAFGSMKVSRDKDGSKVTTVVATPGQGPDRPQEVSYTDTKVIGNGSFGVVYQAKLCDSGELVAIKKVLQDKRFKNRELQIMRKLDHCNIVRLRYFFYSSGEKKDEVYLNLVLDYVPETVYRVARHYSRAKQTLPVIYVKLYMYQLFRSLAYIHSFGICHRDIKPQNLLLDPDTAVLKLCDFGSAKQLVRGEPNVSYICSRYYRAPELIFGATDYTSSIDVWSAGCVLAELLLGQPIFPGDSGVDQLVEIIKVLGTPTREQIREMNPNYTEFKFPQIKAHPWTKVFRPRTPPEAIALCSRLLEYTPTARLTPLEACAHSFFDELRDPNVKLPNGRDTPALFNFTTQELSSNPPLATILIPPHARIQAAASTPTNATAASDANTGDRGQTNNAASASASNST
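Assay system: GST-tagged human GSK3beta kinase, cell-free; Input: 1.6 ng GSK3beta; Medium: Tris/MgCl2 kinase buffer; Timing: 60 min enzyme reaction, room temperature; Signal: ADP-Glo luminescence quantifying ADP generated by kinase; Evaluation: score relative to plate controls; Benchmarks: DMSO neutral wells and GW8510 at 20 µM as positive.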
HSP90 refold inh = HSP90 inhibitors, primary screen, cell lysate, luminescence; Rabbit reticulocyte lysate, luciferase refolding luminescence, 3 h; AID 1789, 2009; inhibition, % at 5.6 µM; Heat shock protein HSP 90 (rabbit reticulocyte lysate; luciferase refolding); hit rate 0.91% among 290,000;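 active = inhibition above the screen-wide mean plus 3 SD, computed separately per campaign, cut at about 16% in these data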;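 also: 0% = DMSO wells and 100% = 60 µM geldanamycin wells; inhibitors lower the luminescence because luciferase stays unfolded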
KLF5 inh = KLF5 expression inhibitors, primary screen, DLD-1 cells, luminescence | DLD-1 KLF5 promoter-luciferase reporter | inhibition, % at 5 µM | hit rate 0.23% among 290,000 | AID 1700, 2009;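 active = inhibition above a per-plate limit of that plate's mean compound inhibition plus 3 SD, cut at about 60% in these data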;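 also: 0% = DMSO wells and 100% = LY294002 at 200 µM; higher means less KLF5 promoter-driven luciferase light; inactives centre near -14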
aSyn UTR inh = MLPCN primary screen, SNCA 5' untranslated region. inhibition, % (tested at 7.5 µM). alpha-synuclein 5'UTR reporter, inhibitor activity. AID 1813, 2009. hit rate 0.82% among 300,000; in the data active = inhibition above about 60%; inconclusive = no clear call, values can overlap the other calls;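 also: H4 neuroglioblastoma cells stably carrying SNCA 5'UTR luciferase fusion; 0% = DMSO wells and 100% = positive control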
HSF-1 act = HSF-1 activators, primary screen, NIH3T3-HGL cells, MG132 stress, luminescence, single point; NIH3T3-HGL HSF-1 luciferase reporter, 8 h; 100% = twice DMSO control signal; activation, % at 9 µM; hit rate 1.7% among 300,000; AID 504408, 2011;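 active = mean replicate activation of at least 50% with a set share of replicates each reaching 50%; inconclusive = only one of those two conditions met; inactive = mean below 50% and too few replicates reaching it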;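 also: 0% = median of the neutral control wells and 100% = twice that signal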
GSK3 alpha inh = blockers of GSK3A enzyme activity – biochemical, luminescence, cell-free homogeneous, HTS, primary screen. Glycogen synthase kinase-3 alpha (Homo sapiens), P49840. GSK-3 alpha kinase, ADP-Glo luminescence, 60 min. inhibition, % at 10 µM. hit rate 0.1% among 320,000;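 in the data active = inhibition above about 50%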;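 also: GST-tagged GSK-3 alpha with peptide substrate and 25 µM ATP; 0% = DMSO neutral wells and 100% = GW8510 positive control wells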
Target sequence (P49840 whole entry, looked up): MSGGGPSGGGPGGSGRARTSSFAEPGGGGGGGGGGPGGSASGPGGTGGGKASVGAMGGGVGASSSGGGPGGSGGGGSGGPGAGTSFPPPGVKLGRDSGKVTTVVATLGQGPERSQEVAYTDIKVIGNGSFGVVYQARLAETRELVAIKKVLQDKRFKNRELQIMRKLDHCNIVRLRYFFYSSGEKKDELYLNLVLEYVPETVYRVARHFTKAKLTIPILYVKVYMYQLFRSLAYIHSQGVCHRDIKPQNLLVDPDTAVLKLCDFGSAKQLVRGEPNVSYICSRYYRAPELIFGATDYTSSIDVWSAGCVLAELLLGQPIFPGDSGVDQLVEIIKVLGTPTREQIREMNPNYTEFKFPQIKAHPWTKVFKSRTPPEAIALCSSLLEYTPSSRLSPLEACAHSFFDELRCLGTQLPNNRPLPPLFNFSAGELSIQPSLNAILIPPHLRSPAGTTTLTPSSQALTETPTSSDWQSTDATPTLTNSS
HSF1 inhib = HSF1 inhibitors in luciferase reporter cells, primary screen, cell-based, NIH3T3, luminescence. activity change, negative = inhibition, % at 7.5 µM (by protocol). hit rate 0.77% among 300,000. AID 2098, 2009. NIH3T3-HGL HSE-luciferase, MG132-induced, luminescence 8 h; hits give low values;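 active = more than half of replicate wells show activity change below -50%, luminescence cut by over half; inconclusive = some wells, but at most half, below -50%; inactive = no replicate well below -50%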;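 also: luciferase reports HSF-1 transcriptional activity via heat shock element; 0% = median of DMSO wells and -100% = zero luminescence signal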
An asterisk follows results filed as active; i = inactive; ? = inconclusive; nt = no result given.

SMILES	PolyA inhibitor	IEC-6 tox	AI-2 QS modul	GSK3B inh	HSP90 refold inh	KLF5 inh	aSyn UTR inh	HSF-1 act	GSK3 alpha inh	HSF1 inhib
Cc1cc(NC(=O)CSc2nc3ccccc3c(=O)n2CCCC(=O)NCc2ccccc2)n[nH]1	i	5	21	-3	2	1	-8	31	24	5
Cc1cccc(N2CCN(C(=S)NC3CCCCC3)CC2)c1C	i	-3	8	1	-6	-27	-1	-4	-3	-6
CCN(CC)S(=O)(=O)c1ccc(N2CCN(CCO)CC2)nc1	i	-1	28	0	0	8	-14	1	-1	-8
O=C(Nc1ccc(N2CCCCC2)c(Cl)c1)c1ccc(N2CCOCC2)c([N+](=O)[O-])c1	i	3	14	1	0	-6	13	-10	-1	-5
N#Cc1ccc(NC(=O)c2cc(=O)c3ccccc3o2)cc1	i	3	32	-1	-1	5	12	-13	0	-9
S=c1[nH]c(-c2ccccc2)cn1/N=C/c1ccncc1	i	-1	12	-37	0	-21	-51	3	28	-2
Cc1c(OCC(=O)NCCCN2CCCC2=O)ccc2c3c(c(=O)oc12)CCC3	i	4	21	2	3	-19	10	7	1	2
CCn1c(SCC(=O)NCc2ccc3c(c2)OCO3)nnc1-c1c[nH]c2ccccc12	i	-2	2	4	7	-12	-2	13	-1	7
CCC(C)c1ccc(OCC(=O)Nc2cccc(C(=O)Nc3ccc(C(=O)O)cc3)c2)cc1 (centres undefined)	i	8	22	0	1	-118	-11	16	2	13
CCOC(=O)C1CCN(S(=O)(=O)c2ccc(NC(C)=O)c(Cl)c2)CC1	i	7	7	3	0	-22	-4	19	-2	5
O=C(Oc1cccc(/C=N/NC(=O)c2ccccn2)c1)c1ccc([N+](=O)[O-])cc1	i	-1	24	1	3	-86	-100	0	-5	3
COc1ccc(CCNC(=O)[C@H](C)N2C(=O)N3CCc4c([nH]c5ccccc45)[C@@]3(C)C2=O)cc1	i	-3	25	-4	-3	14	23	7	0	9
COc1cc(C(=O)NCC2CCCO2)ccc1OCc1ccc(Cl)cc1Cl (centres undefined)	i	nt	7	1	nt	nt	15	72*	3	53
Cc1ccc(S(=O)(=O)/C=C/c2ccccc2)cc1	i	9	-85*	-1	-1	-9	-26	-20	-1	-3
Cn1ncc(Cl)c1C(=O)NCc1ccc(Cl)cc1	i	2	37	3	3	-8	12	-1	0	-11
O=C(O)CN(c1ccccc1)S(=O)(=O)c1cc(C(F)(F)F)cc(C(F)(F)F)c1	i	6	19	0	1	-25	-14	-2	2	6
C=CCn1c(SC)nnc1-c1ccc2ncccc2c1	i	2	4	-2	-5	-4	3	-2	0	-4
CC(C)c1ccc(-c2c(C#N)c(N)nc(SCC(=O)N3CCCCC3)c2C#N)cc1	i	-3	8	1	1	-33	25	34	-2	12
CCn1cc(CN2CCCC(CO)(Cc3ccc(F)cc3)C2)c2ccccc21 (centres undefined)	i	7	16	-3	3	-8	15	6	-4	-4
COc1cccc(-c2nc(-c3ccc(Br)o3)no2)c1	i	1	13	-2	1	-108	-39	31	-2	14
Cc1cccc(C)c1NC(=O)C(C)Sc1nnc(C)n1CC1CCCO1 (centres undefined)	i	-5	8	1	-2	-39	1	3	nt	-2
COc1ccc(/C=N/n2c(=O)[nH]c3c([nH]c4ccc(Cl)cc43)c2=O)cc1CN1CCCCC1	i	4	22	-2	0	-19	19	20	1	-1
OC(c1cccc(Cl)c1)c1nccc2ccccc12 (centres undefined)	i	1	-19	-2	-4	-49	15	23	-4	11
CCOC(=O)c1c(S(=O)(=O)Nc2ccc(C)c(F)c2)c(C)n(C)c1C	i	3	10	nt	5	-11	3	-2	0	0
COc1ccccc1NS(=O)(=O)c1ccc2c(c1)OCCO2	i	6	0	3	1	-13	-10	30	nt	2

Record cards, from the list above. Order of values: PolyA inhibitor | IEC-6 tox | AI-2 QS modul | GSK3B inh | HSP90 refold inh | KLF5 inh | aSyn UTR inh | HSF-1 act | GSK3 alpha inh | HSF1 inhib
`COc1ccc(CCNC(=O)[C@H](C)N2C(=O)N3CCc4c([nH]c5ccccc45)[C@@]3(C)C2=O)cc1` is listed with i | -3 | 25 | -4 | -3 | 14 | 23 | 7 | 0 | 9
`O=C(O)CN(c1ccccc1)S(=O)(=O)c1cc(C(F)(F)F)cc(C(F)(F)F)c1` is listed with i | 6 | 19 | 0 | 1 | -25 | -14 | -2 | 2 | 6
`S=c1[nH]c(-c2ccccc2)cn1/N=C/c1ccncc1` is listed with i | -1 | 12 | -37 | 0 | -21 | -51 | 3 | 28 | -2

Continued.
SMILES	PolyA inhibitor	IEC-6 tox	AI-2 QS modul	GSK3B inh	HSP90 refold inh	KLF5 inh	aSyn UTR inh	HSF-1 act	GSK3 alpha inh	HSF1 inhib
CCCCc1cc(=O)oc2cc(OS(C)(=O)=O)ccc12	i	-2	38	2	1	-24	-7	30	3	14
Cc1csc2ncnc(NNC(=O)c3ccc(Cl)cc3)c12	i	2	11	2	4	-7	-34	0	1	-11
FC(F)c1nc2ccccc2[nH]1	i	5	13	-5	-1	2	16	24	-1	3
CCOC(=O)N1CCC(N2C(=O)c3ccccc3C2Nc2ccc(S(=O)(=O)N3CCCCC3)cc2)CC1 (centres undefined)	i	0	14	1	6	-16	-31	-15	-1	0
Cc1ccc(S(=O)(=O)N2CCN(C(=O)Cc3ccccc3)CC2)cc1	i	8	21	1	10	-13	14	2	-1	2
Cc1cc(C)c(NC(=O)CSc2nc3ccc(N4C(=O)c5ccccc5C4=O)cc3s2)c(C)c1	i	-8	13	4	3	-17	-7	-3	-1	-11
O=C1CN(C(=O)c2ccc(Cl)c([N+](=O)[O-])c2)c2ccccc2N1	i	4	2	-1	1	-34	-46	-37	0	-20
COc1ccccc1/C=C/C(=O)OCCN1C(=O)c2ccccc2C1=O	i	1	8	1	-2	-32	-1	-9	3	7
O=C(c1nn2c(C(F)(F)F)cc(-c3ccco3)nc2c1Br)N1CCCc2ccccc21	i	-1	31	4	6	-3	93*	22	1	10
COc1cc(C(C[N+](=O)[O-])c2c(N)n(C)c(=O)n(C)c2=O)ccc1O (centres undefined)	i	-1	-11	0	-1	-15	-15	28	2	9
Cc1ccc(NC(=O)CSCC(=O)O)c(C)c1	i	-5	20	0	1	-18	-2	3	0	-9
CCNC(=O)c1cc2c(=O)n3cccc(C)c3nc2n(CCc2ccccc2)c1=N	i	-6	12	-3	-3	-14	-105	-10	-4	1
COc1ccc(Br)cc1CNc1ccc(N2CCOCC2)cc1	i	-4	-3	-20	0	-31	-13	2	0	-2
N#Cc1ccc(S(=O)(=O)N2CCCN(c3ccc(C(F)(F)F)cn3)CC2)cc1	i	-1	6	0	5	5	13	-8	0	-4
CC(C)Cc1ccc(C(C)NC(=O)Cc2ccc(S(=O)(=O)N3CCOCC3)s2)cc1 (centres undefined)	i	nt	7	2	nt	nt	-41	-2	0	5
Cc1cc(NC(=O)c2ccccc2O)nc(C)n1	i	3	17	1	-3	-11	-47	17	-3	4
CN1CCN(c2ccc(NC(=O)c3ccc4c(c3)[nH]c(=O)n4Cc3ccc(F)cc3)cc2)CC1	i	-6	9	-10	3	-9	-47	-5	-1	-9
O=C(O)C/C(=C\c1ccc(Cl)cc1)c1nc2ccccc2o1	i	4	24	0	-1	-8	-18	-18	-7	-3
COc1ccc(S(=O)(=O)Cc2ccc(C(=O)N3CCN(Cc4ccccc4)CC3)o2)cc1	i	2	14	-1	-4	-6	-13	3	-1	-1
CN(C)c1ccc(CNC(=O)C2CCN(S(=O)(=O)c3ccc4c(c3)CCC(=O)N4)CC2)cc1	i	-2	18	1	3	-55	8	0	1	3
Cc1cccc(C(C(=O)NC2CCCC2)N(C(=O)c2csnn2)C2CCCC2)c1 (centres undefined)	i	0	nt	nt	1	6	2	18	-1	-1
Cc1ccc(NC(=O)C2=C(C(=O)O)CCCC2)cc1F	i	-1	6	1	-1	-37	-29	-31	-3	-29
CC(c1ccccc1)n1c(-c2ccc(Cl)cc2)n[nH]c1=S (centres undefined)	i	0	-27	6	0	-15	8	3	3	-1
Cc1ccc(S(=O)(=O)N(C)c2ccc(OCC(=O)NCC3(N(C)C)CCCCC3)cc2)cc1	i	nt	13	-1	nt	nt	19	2	-1	-7
CC(C)c1cc(C(N)=O)c(NC(=O)c2cccc(COc3ccc(Cl)cc3)c2)s1	i	-2	21	1	49*	-65	-45	-18	0	-9
CCN(CC(=O)Nc1ccc(OC)cc1)C(=O)c1ccc(NS(=O)(=O)c2ccc(C(C)=O)cc2)cc1	i	nt	24	-3	nt	nt	1	19	-1	4
CCn1c(Cc2c(C)[nH]c3ccccc23)n[nH]c1=S	i	-4	3	0	-3	-44	5	-22	0	-12
Nc1cccc(C(=O)Nc2cccc3ncccc23)c1	i	-2	?	0	-7	-8	15	8	3	4
CCn1c(SCC(=O)NC2=NCCS2)nnc1C(C)NC(=O)c1ccccc1F (centres undefined)	i	0	12	1	1	-3	-10	38	0	4

Random excerpt: two records from the list.
SMILES	PolyA inhibitor	IEC-6 tox	AI-2 QS modul	GSK3B inh	HSP90 refold inh	KLF5 inh	aSyn UTR inh	HSF-1 act	GSK3 alpha inh	HSF1 inhib
O=C1CN(C(=O)c2ccc(Cl)c([N+](=O)[O-])c2)c2ccccc2N1	i	4	2	-1	1	-34	-46	-37	0	-20
O=C(O)C/C(=C\c1ccc(Cl)cc1)c1nc2ccccc2o1	i	4	24	0	-1	-8	-18	-18	-7	-3

A portion of the library; rates above refer to the full screens.
